Bioassay records deposited in PubChem BioAssay by several laboratories.
cardiac RTF act: cardiac RTF calcium sensitization; IANBD-labeled TnC RTF fluorescence at EC20 calcium; 0% EC20 calcium, 100% full calcium; activation, % at 7.2 µM; 340,000 compounds, 0.24% hits; AID 493008;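 active = activation above the mean over all tested compounds plus 3 SD, cut at about 30% in these data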;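 also: rise in fluorescence read as greater calcium sensitivity of cardiac thin filaments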
PvdQ inh: blocks Pseudomonas aeruginosa PvdQ acylase activity. purified PvdQ acylase, fluorescence plate reader. inhibition, % at 10 µM. 340,000 compounds, 0.063% hits. AID 488965; in the data active = inhibition above about 30%, passing the limit was not always enough;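 also: 0% = vehicle neutral wells and 100% = reference inhibitor wells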
CDK5 p35 inh: inhibitors of human CDK5/p35 kinase; Recombinant CDK5/p35, ADP-Glo luminescence, 60 min; 330,000 compounds, 0.01% hits; inhibition, % at 10 µM;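 active = highest replicate inhibition of at least 50% and at least 75% of replicates reaching 50%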;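 also: plate controls were DMSO neutral control for no effect and GW8510 at 10 µM for full effect; many of its hits are not listed in these tables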
Keap1-Nrf2 PPI: disrupts human Keap1 binding to Nrf2 peptide | 340,000 compounds, 0.15% hits | inhibition, % at 9.4 µM | Keap1 Kelch-Nrf2 peptide fluorescence polarization, 1536-well; in the data active = inhibition above about 12%;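 also: human Keap1 Kelch domain with fluorescein labeled Nrf2 9mer peptide probe; 0% = neutral control wells and 100% = peptide positive control; higher means more block of Keap1 binding to Nrf2 peptide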
NSD2 HMT inh: inhibitors of human histone methyltransferase NSD2; O96028; inhibition, % at 12.5 µM; 310,000 compounds, 0.54% hits; AID 743445; NSD2 peptide methylation, AlphaScreen, 120 min; in the data active = inhibition above about 50%
Rtt109 HAT inh: inhibitors of Candida albicans Rtt109/Vps75 histone acetyltransferase | purified Rtt109/Vps75, ThioGlo CoA-SH fluorescence, 4 h | Q5AAJ8 | 330,000 compounds, 0.16% hits | inhibition, % at 34.9 µM | AID 540336;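 active = inhibition of at least 50% in every replicate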
Target sequence (Q5AAJ8 whole entry, looked up): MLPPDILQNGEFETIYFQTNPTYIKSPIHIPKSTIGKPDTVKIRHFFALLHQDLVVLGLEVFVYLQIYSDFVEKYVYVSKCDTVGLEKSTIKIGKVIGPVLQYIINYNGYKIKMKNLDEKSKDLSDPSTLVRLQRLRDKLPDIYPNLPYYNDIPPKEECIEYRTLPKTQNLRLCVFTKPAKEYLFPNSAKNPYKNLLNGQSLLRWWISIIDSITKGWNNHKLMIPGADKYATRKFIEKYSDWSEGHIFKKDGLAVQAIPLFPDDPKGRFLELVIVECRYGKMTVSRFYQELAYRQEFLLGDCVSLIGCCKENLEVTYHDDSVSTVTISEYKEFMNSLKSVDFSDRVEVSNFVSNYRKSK
Cardiac RTF inh: cardiac RTF calcium desensitization. P19429+P45379. IANBD-labeled cardiac RTF, Ca2+ fluorescence. inhibition, % at 7.15 µM. 340,000 compounds, 0.12% hits. AID 493244;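 active = inhibition above the mean inhibition of all tested compounds plus 3 SD, cut at about 17% in these data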;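 also: assay run at fixed EC70 calcium of 1.6 mM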
dFosB activator: activators of mouse delta FosB homodimer. activation, % at 25 µM. 340,000 compounds, 0.99% hits. P13346. purified delta FosB, TAMRA-CDK5 oligo fluorescence polarization; percent of positive-control signal above neutral wells;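 active = mean activation above about 17%, with every replicate also reaching it, limit read from the data, passing the limit was not always enough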;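 also: fluorescence polarization rise as delta FosB binds a TAMRA Cdk5 AP-1 oligo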
Target sequence (P13346 whole entry, looked up): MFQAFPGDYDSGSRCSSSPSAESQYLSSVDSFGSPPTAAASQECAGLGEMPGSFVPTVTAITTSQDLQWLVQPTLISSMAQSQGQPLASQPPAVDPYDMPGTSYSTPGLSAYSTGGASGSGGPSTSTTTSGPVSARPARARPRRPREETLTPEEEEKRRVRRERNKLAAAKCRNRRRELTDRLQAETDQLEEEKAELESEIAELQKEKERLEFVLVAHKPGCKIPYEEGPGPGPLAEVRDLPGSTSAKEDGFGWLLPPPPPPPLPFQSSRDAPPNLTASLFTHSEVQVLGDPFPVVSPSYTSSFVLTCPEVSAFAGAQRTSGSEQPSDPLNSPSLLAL
PfHsp90 set2: growth inhibition of yeast expressing Plasmodium Hsp90; S. cerevisiae expressing PfHsp90, BacTiter-Glo ATP, 48 h; yeast lacking PDR1 and PDR3 efflux regulators; inhibition, % at 9.4 µM; 310,000 compounds, 0.32% hits; AID 504621;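 active = every replicate shows inhibition above about 80%, whatever the replicate mean, limit read from the data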;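 also: 0% = DMSO neutral controls and 100% = 20 µM radicicol positive controls; yeast relying on Plasmodium falciparum Hsp90 in place of its own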
Mot1-301 SUMO: inhibitors of SUMOylation pathway: yeast Mot1-301 growth rescue | S. cerevisiae Mot1-301 growth rescue, ATP luminescence, 38.5C; percent above DMSO median, 100 means doubled | growth rescue, % at 18.8 µM | 320,000 compounds, 1% hits;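 active = every valid replicate shows activation above 250% relative to neutral control wells; inactive = the rest, any valid replicate at or below 250%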;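 also: OY570 slx delta 5 strain wells were the positive control but not used for scaling; some compounds called inactive have numbers as strong as hits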
LANA DNA inh: inhibitors of KSHV LANA C-terminal domain DNA binding | 340,000 compounds, 0.078% hits | inhibition, % at 9 µM | MBP-C-LANA/FAM-LBS DNA binding, fluorescence polarization;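 active = highest replicate inhibition at or above 60% at 9 µM, even if other replicates fall short; inactive = all replicates below 60% inhibition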;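 also: 0% = neutral control wells and 100% = 4 µM acridine orange control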
* marks the source's active call; other numbers are inactive results; . = no result given.

SMILES | cardiac RTF act | PvdQ inh | CDK5 p35 inh | Keap1-Nrf2 PPI | NSD2 HMT inh | Rtt109 HAT inh | Cardiac RTF inh | dFosB activator | PfHsp90 set2 | Mot1-301 SUMO | LANA DNA inh
COc1ccccc1CC(=O)Nc1ccc(O)cc1C(=O)O | -4 | -5 | -0.5 | -2 | -4 | 2 | 9 | 12 | -20 | 6 | -0.1
NS(=O)(=O)c1ccc(CNC(=O)c2ccccn2)cc1 | -1 | 2 | 2.4 | 1 | 0 | 32 | 2 | -6 | 9 | 10 | -0.5
O=C(CSc1ccccc1C(=O)O)NC1CCCCCCC1 | 3 | -12 | -0.9 | -5 | -1 | 7 | -8 | 0 | 6 | 174 | 1.6
CCC(C)[C@H](NC(=O)N1CCn2c1nc1ccccc12)C(=O)NCc1ccccc1 (some centres undefined) | -2 | -11 | . | -3 | -2 | 0 | -1 | -17 | -12 | -12 | -0.3
COc1ccccc1NC(=O)COC(=O)CCc1ccc(S(=O)(=O)N2CCOCC2)cc1 | 2 | 6 | 4.1 | 1 | 4 | 14 | -3 | -5 | 9 | 9 | -0.6
Cc1noc(C)c1C(=O)OCC(=O)N1CCc2ccccc21 | -1 | -9 | 0.6 | -2 | -2 | -4 | -10 | -6 | -64 | -4 | 1.1
C/C=C/c1ccc(OCCCN2C(=O)NC(C)(C)C2=O)c(OC)c1 | 0 | 1 | -0.1 | -3 | 0 | -1 | -16 | -11 | 5 | 13 | 0.7
Cc1[nH]c2ccccc2c1/C=N/NC(=O)c1ccc(N)cc1 | 0 | 9 | 0.9 | 1 | 0 | 6 | -3 | 0 | -22 | -5 | -0.2
Cn1cc(Cl)c(C(=O)OCC(=O)Nc2cccc(Cl)c2)n1 | -3 | -5 | -1.4 | -5 | . | -1 | -7 | -17 | -19 | . | -1.3
Cc1ccc(C)c(NC(=O)c2ccc3nccnc3c2)c1 | 0 | 3 | -0.3 | 0 | -3 | 12 | 0 | 0 | 8 | -8 | -0.7
COc1ccc(Nc2cc(C)nc3ccc(OC)cc23)cc1 | 20 | 8 | 1.5 | -3 | 0 | 4 | -6 | 34* | 13 | -11 | -2.9
COc1ccc(NC(=O)CSc2nnc(C3CC3)n2C)cc1S(=O)(=O)N1CCOCC1 | -5 | 4 | 0.4 | 3 | 1 | -5 | -4 | -4 | -14 | -2 | 1.4
COc1cc(OC)c2c(-c3ccccc3)cc(=O)oc2c1 | -2 | 8 | 2.1 | 3 | . | -12 | 3 | -10 | -10 | 319* | 0.8
O=C(COC(=O)CCc1nc2ccccc2c(=O)[nH]1)NCc1ccc(F)cc1 | 2 | -11 | -1.3 | -3 | -2 | 7 | -1 | -5 | -14 | -10 | -0.2
CC(=O)c1cccc(CN2CCN(Cc3ccc(F)cc3)C(CCO)C2)c1 (centres undefined) | -6 | 3 | -1.5 | -7 | 2 | . | 7 | -4 | 12 | 36 | 0.2
COc1ccc(CC(=O)N2CCN=C2SCc2cccc([N+](=O)[O-])c2)cc1 | 5 | 0 | -0.2 | -3 | 1 | 11 | -1 | -3 | -4 | . | 0.3
CC(=O)C1=C(O)C(=O)N(Cc2ccccc2)C1c1cccc([N+](=O)[O-])c1 (centres undefined) | 0 | -3 | -0.7 | 2 | -2 | -3 | -7 | 1 | 30 | -17 | -1.3
CCCCOc1ccccc1NC(=O)CSc1nnnn1C(C)(C)C | -5 | 4 | 0.2 | -1 | -2 | 20 | -1 | -11 | 11 | 5 | -0.4
N/C(=N\OC(=O)CCCC(=O)O)c1ncc(C(F)(F)F)cc1Cl | -6 | 5 | 4.3 | 0 | 1 | 3 | 0 | -1 | 18 | -13 | -1.4
CCCC(=O)Nc1ccc(N2CCN(C(=O)c3cccs3)CC2)cc1 | 10 | -18 | -2.6 | -3 | -3 | 3 | -10 | -4 | . | -9 | 1.5
COc1ccc(CNC(=O)C(=O)NC2CCC(C)CC2)cc1 (centres undefined) | -2 | -3 | 0.1 | -1 | -5 | -6 | 9 | -14 | 0 | -4 | 0.0
NCCc1nnc(SCC(=O)Nc2ccc(Br)cc2)o1 | 0 | -21 | 0.7 | 1 | 20 | -5 | 5 | -7 | 16 | 9 | -0.7
COc1ccc(C2C(C#N)=C(N)Oc3c2oc(CO)cc3=O)c(OC)c1OC (centres undefined) | 3 | 13 | 0.2 | -6 | -1 | 8 | -1 | -5 | 10 | 36 | 0.7
COc1ccc(S(=O)(=O)Nc2nc3c(s2)CCCC3)cc1 | 7 | 3 | -0.2 | 4 | 1 | 17 | -6 | -7 | -6 | -9 | -2.7

Quoted from the listing.
N/C(=N\OC(=O)CCCC(=O)O)c1ncc(C(F)(F)F)cc1Cl in Mot1-301 SUMO = -13
O=C(COC(=O)CCc1nc2ccccc2c(=O)[nH]1)NCc1ccc(F)cc1 in Mot1-301 SUMO = -10

Next part
SMILES | cardiac RTF act | PvdQ inh | CDK5 p35 inh | Keap1-Nrf2 PPI | NSD2 HMT inh | Rtt109 HAT inh | Cardiac RTF inh | dFosB activator | PfHsp90 set2 | Mot1-301 SUMO | LANA DNA inh
CCC1CN(C)C2Cc3c([nH]c4ccccc34)C(=O)CC1C2C(=O)OC (centres undefined) | 6 | -8 | 0.1 | -1 | . | 0 | -4 | -3 | 8 | 11 | -0.1
COC(=O)CCCNC(=O)c1ccc2oc(CCCc3ccccc3)nc2c1 | 1 | -17 | 1.1 | -1 | -1 | -4 | -8 | -4 | -2 | -7 | -0.9
CC1(c2ccc(OCC#N)cc2)C=C(c2ccc(OCC#N)cc2)n2nc(C(F)(F)F)nc2N1 (centres undefined) | -1 | 3 | 0.6 | -2 | -6 | 8 | -10 | -6 | 7 | -17 | -1.4
COc1cc(NC(=O)c2cccc([N+](=O)[O-])c2C)ccc1NC(=O)c1ccco1 | 6 | -8 | 0.5 | 1 | 9 | -8 | 7 | 3 | -10 | -11 | 1.8
CC(C)c1ccc(C(C)NCCS(=O)(=O)c2ccc(Cl)cc2)cc1 (centres undefined) | -3 | -6 | -0.3 | 0 | -3 | 8 | 0 | -14 | . | -22 | 1.5
Cc1c(NS(=O)(=O)c2cc(C(=O)OCC(=O)N3CCC(C)CC3)ccc2Cl)c(=O)n(-c2ccccc2)n1C | 1 | -9 | 0.6 | 4 | -2 | -8 | -6 | -2 | . | -1 | -0.8
CN1c2ccsc2C(O)=C(C(=S)Nc2ccc(F)c(Cl)c2)S1(=O)=O | -12 | 3 | 0.0 | 3 | 9 | 13 | -7 | 3 | 7 | . | -1.4
O=C(O)c1cccc(-n2cccc2/C=C2\NC(=O)N(Cc3ccc(F)cc3)C2=O)c1 | -2 | 1 | 1.9 | -2 | 28 | 0 | 4 | -3 | -1 | -10 | 10
COCCCn1c(=N)c(C(=O)NCc2ccc3c(c2)OCO3)cc2c(=O)n3cccc(C)c3nc21 | 2 | -12 | -1.0 | -4 | 0 | 3 | -14 | 1 | 18 | . | -0.8
Cc1ccc(S(=O)(=O)N2CCCCC2)cc1C(=O)NCC1CCCO1 (centres undefined) | -4 | 9 | -0.8 | 2 | 3 | 2 | -3 | -2 | 7 | -12 | 12
O=S(=O)(Nc1cccc2ccccc12)c1ccccc1 | -7 | 7 | 3.3 | -2 | 4 | . | -5 | -5 | -2 | . | 0.5
COC(=O)CSc1nc(C)cc(N2CCOCC2)n1 | 3 | -15 | -0.1 | 1 | 1 | 0 | -1 | 1 | . | -3 | 0.9
CNC(=S)N1N=C(c2ccc(Br)cc2)CC1c1ccc(N(C)C)cc1 (centres undefined) | 16 | -13 | -2.9 | -17 | -9 | -8 | -7 | -4 | -4 | -39 | -4.9
CC(=O)Nc1ccc(C2(c3ccc(NC(C)=O)cc3)NC(=O)c3ccccc32)cc1 | 0 | -13 | -12 | -2 | -3 | 3 | -6 | -4 | -12 | 5 | 1.6
O=C(Nc1cc(S(=O)(=O)N2CCOCC2)ccc1N1CCCC1)C1COc2ccccc2O1 (centres undefined) | -5 | 1 | -0.2 | 0 | 1 | 0 | -3 | -8 | 7 | 36 | 0.4
O=C(Nc1cc(Cl)ccc1N1CCCCC1)c1cccs1 | -6 | -12 | -0.5 | 2 | 2 | -3 | 1 | -7 | 5 | -6 | 2.5
COc1ccc(-c2cc(C(F)(F)F)nc(SCc3cccc(C(=O)O)c3)n2)cc1 | -4 | -9 | -0.1 | -2 | 2 | -7 | 2 | -2 | 1 | -7 | -0.3
CCc1noc(C)c1C(=O)Nc1sc(C(=O)N(C)C)c(C)c1C#N | 4 | 0 | 1.2 | 5 | -1 | 6 | -15 | -5 | -1 | -21 | 1.9
CCOc1nc(NC(C)C)nc(NC(C)C)n1 | 3 | 13 | 0.1 | -4 | 2 | -11 | 3 | 0 | 6 | -21 | 0.7
COC(=O)COc1ccc2c(=O)c(Oc3ccccc3)c(C)oc2c1 | -5 | 7 | -1.6 | -1 | 1 | -2 | -1 | -1 | 12 | 1 | -0.1
Cc1ccn2cc(CCNC(=O)C3CC=CCC3C(=O)O)nc2c1 (centres undefined) | -1 | -9 | 1.4 | 1 | -2 | -6 | 5 | -1 | 2 | 0 | -0.9
CCc1ccc(C2=NNC(=Nc3c(C)n(C)n(-c4ccccc4)c3=O)SC2)cc1 | 10 | -6 | 1.6 | -5 | 5 | 2 | -13 | -12 | -11 | 86 | -3.6
Cc1cc(S(=O)(=O)NCc2ccco2)c(C)cc1Cl | -2 | 1 | 0.4 | -5 | 3 | -1 | 2 | -6 | -11 | -16 | -0.7
CCOC(=O)c1cnn(-c2cc(C)nc3c(-c4ccccc4)c(C)nn23)c1N | 0 | -10 | 0.5 | 2 | 0 | 16 | -8 | -11 | 4 | 4 | 1.0
COc1ccc(C)cc1NS(=O)(=O)c1cn(C)c(=O)n(C)c1=O | 0 | -16 | -0.1 | -5 | . | 4 | 0 | -4 | -19 | -13 | -0.1
Cc1cc(N(C)/N=C/c2ccccc2)nc(-c2ccccc2O)n1 | 4 | 1 | -2.1 | 0 | 0 | 1 | -9 | -6 | -2 | -18 | 1.0
CCCCc1nnc(NC(=O)CS(=O)(=O)Cc2ccccc2)s1 | 2 | -10 | 1.9 | -5 | -2 | -4 | -5 | -14 | 20 | -13 | 1.7
COc1ccccc1N1CCN(C2CCC(C)CC2)CC1 (centres undefined) | -1 | -18 | -0.5 | -3 | 1 | 0 | -3 | -5 | -3 | 1 | -2.0
COC(=O)C(C(=O)OC)=C(/C=C/N(C)C)N(C)C | 0 | -6 | -0.8 | 1 | 0 | -2 | -12 | 7 | 10 | -19 | -0.9
Cc1ccc(C(=O)/C=C2\NCCNC2=O)cc1 | 2 | -19 | -3.6 | -6 | . | 17 | -8 | 7 | -9 | -13 | -0.8
